Source: PubChem BioAssay (National Center for Advancing Translational Sciences (NCATS))
Vif-A3F inh – Vif-A3F binding inhibition | HeLa A3F-eYFP + Vif (tagged APOBEC3F with the HIV-1 protein that degrades it), YFP fluorescence increase | Potency, µM (titrated, usually from 46.1 µM), without a hit: at the highest dose activity, negative = active | 390,000 compounds, 0.2% hits | AID 602313; further: potency means the concentration at half of the fitted maximal effect; % of control where 0% means no effect; nearly all actives have a fitted effect of over 65% in size
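HeLa cells stably expressing A3F-eYFP plus Vif, plated and incubated overnight at 37 deg C, then exposed to compounds overnight at 37 deg C. Blocked degradation read as raised yellow fluorescence (Ex 488/Em 500-530).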
LDHA inh – blocks human lactate dehydrogenase A | P00338 | activity change, % (values are at about 110 or 230 µM) | AID 1347041 | purified LDHA, NADH/diaphorase-resazurin fluorescence; active compounds read low | 480,000 compounds, 0.15% hits; in the data active means activity change below about -30%; inconclusive means mostly about -25% to -30%;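 further: plate controls were DMSO wells for no effect and wells without enzyme for full effect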
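Remaining NADH was detected by diaphorase (0.133 mg/mL) converting 37 µM resazurin to fluorescent resorufin, read at 0 and 20 minutes. The preceding 5-minute room-temperature reaction used 2 nM LDHA, 0.2 mM sodium pyruvate and 0.06 mM NADH at pH 7.4.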
RGS4 inhibitor – inhibitors of human regulator of G protein signaling 4; P49798; Transcreener GDP fluorescence polarization, RGS4-accelerated GTP hydrolysis; Potency, µM (doses to about 114 µM), for inactives: top-dose activity change, negative = inhibition, most hits filed as inhibitors; 390,000 compounds, 0.039% hits; AID 504845; further: potency means the concentration at half of the fitted maximal effect; on the % scale 0 is the no-effect control and ±100 the full control effect; nearly all actives have a fitted effect of over 75% in size; some results filed as inactive show a strong effect at the top dose
Target sequence (P49798 whole entry, looked up): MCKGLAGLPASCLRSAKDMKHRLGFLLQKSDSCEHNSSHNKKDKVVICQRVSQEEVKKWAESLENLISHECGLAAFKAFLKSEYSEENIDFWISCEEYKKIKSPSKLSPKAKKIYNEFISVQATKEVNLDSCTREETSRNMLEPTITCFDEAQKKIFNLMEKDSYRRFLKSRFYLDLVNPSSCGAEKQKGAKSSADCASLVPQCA
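MLSMR compounds (23 nl, pin-transferred) preincubated 10 min at room temperature with a 500nM (2x) first reagent, then RGS4 at 900nM (2x) plus Transcreener GDP mix added; fluorescence polarization (620/688 nm) read before and after 90 min at 30 °C.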
TrxR1 substrate – is turned over as a substrate by rat TrxR1 | O89049 | purified TrxR1 substrate turnover, NADPH consumption readout | Potency, µM (series often up to 114 µM), inactives show at the highest dose activity change, negative = substrate turnover | 390,000 compounds, 0.01% hits | AID 588456; further: potency means the concentration at half of the fitted maximal effect; on the % scale 0 is the no-effect control and ±100 the full control effect; nearly all actives have a fitted effect of over 50% in size
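Rat TrxR1, dispensed at 90 nM, was prereduced with 400 uM NADPH (final) for 5 min at ~22 deg C, then incubated with compound 15 min before 400 uM selenite. A first-read NADPH fluorescence drop versus no-compound background flagged substrates.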
TrxR1 inh – inhibitors of rat thioredoxin reductase 1; O89049; recombinant rTrxR1, NADPH fluorescence consumption, selenite substrate; Potency, µM (top dose mostly 114 µM), for the others: top-dose activity change, negative = inhibition, actives largely listed as inhibitors; 390,000 compounds, 1% hits; further: potency means the concentration at half of the fitted maximal effect; on the % scale 0 is the no-effect control and ±100 the full control effect; nearly all actives have a fitted effect of over 65% in size
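Rat TrxR1 (90 nM in the dispensed reagent) was pre-reduced with 400 uM NADPH for 5 min at room temperature, then incubated with compound for 15 min. After 400 uM selenite was added, NADPH fluorescence (Ex 340/Em 450 nm) was followed for 8 min.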
USP1-UAF1 inh – blocks the human USP1/UAF1 deubiquitinase complex; O94782; Potency, µM (highest dose often 57.1 µM), for the others: top-dose activity change, negative = inhibition, most hits filed as inhibitors; recombinant USP1/UAF1, Ub-Rhodamine cleavage fluorescence; 390,000 compounds, 0.23% hits; further: potency means the concentration at half of the fitted maximal effect; on the % scale 0 is the no-effect control and ±100 the full control effect; nearly all actives have a fitted effect of over 60% in size; inactives centre near -12
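High-throughput fluorogenic screen: 1nM USP1/UAF1 complex, Ub-Rho substrate 150nM final, 50mM HEPES pH 7.8 with 0.5mM EDTA, 0.1 mg/ml BSA, 1mM TCEP and 0.01% Tween-20.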
mIDH1 inhibitor – human IDH1 R132H inhibition. Potency, µM (doses to about 76.6 µM), for the others: at the top dose activity change, negative = inhibition, most hits filed as inhibitors. IDH1-R132H enzyme, NADPH consumption, diaphorase/resazurin fluorescence. 390,000 compounds, 0.093% hits. O75874; further: potency means the concentration at half of the fitted maximal effect; on the % scale 0 is the no-effect control and ±100 the full control effect; nearly all actives have a fitted effect of over 65% in size
Target sequence (O75874 whole entry R132H, stated change not applied): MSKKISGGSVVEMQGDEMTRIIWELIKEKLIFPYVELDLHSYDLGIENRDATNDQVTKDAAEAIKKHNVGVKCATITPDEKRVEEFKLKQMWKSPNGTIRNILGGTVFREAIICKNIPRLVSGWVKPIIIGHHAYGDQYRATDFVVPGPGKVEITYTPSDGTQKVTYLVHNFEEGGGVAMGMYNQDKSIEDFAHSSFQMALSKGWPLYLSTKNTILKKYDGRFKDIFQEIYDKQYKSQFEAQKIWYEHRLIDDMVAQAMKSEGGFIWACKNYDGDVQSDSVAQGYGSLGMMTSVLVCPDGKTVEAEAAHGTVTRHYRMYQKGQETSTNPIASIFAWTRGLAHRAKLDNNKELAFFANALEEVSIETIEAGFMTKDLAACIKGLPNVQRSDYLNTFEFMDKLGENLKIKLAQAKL
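IDH1-R132H (0.5 ug/mL) preincubated 30 min with compound, then NADPH (0.016 mM) and alpha-KG (2 mM) added; 80 min at RT, pH 7.5. Remaining NADPH coupled via diaphorase/resazurin to fluorescence (540/590 nm); concentration-response curves normalized to no-enzyme control.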
Glioma ERSR ind – induces the endoplasmic reticulum stress response in human glioma cells | U87-MG GRP78 promoter luciferase reporter, 16 h | Potency, µM, inactives show at the top dose activation, actives largely listed as activators | 420,000 compounds, 0.02% hits | AID 602332; further: potency means the concentration at half of the fitted maximal effect; series mostly up to about 76 µM; % of control where 0% means no effect; nearly all actives have a fitted effect of over 35% in size
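ERSR induction read as luciferase luminescence (Bright-Glo, 10 min at room temperature) in stably transfected human U87-MG glioma cells exposed to compounds for 16 h, using GRP78 as sensor.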
Vif-APOBEC3G blk – Vif-A3G binding inhibition | 410,000 compounds, 0.076% hits | AID 602310 | Potency, µM (doses to about 46.1 µM), without a hit: top-dose activity, negative = active, hits mostly inhibitors | HeLa A3G-eYFP + Vif (tagged APOBEC3G with the HIV-1 protein that degrades it), YFP fluorescence, overnight;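 further: potency means the concentration at half of the fitted maximal effect; on the % scale 0 is the no-effect control and ±100 the full control effect; nearly all actives have a fitted effect of over 60% in size; hits raise eYFP signal because A3G escapes Vif-driven loss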
Target sequence (Q9HC16 whole entry, looked up): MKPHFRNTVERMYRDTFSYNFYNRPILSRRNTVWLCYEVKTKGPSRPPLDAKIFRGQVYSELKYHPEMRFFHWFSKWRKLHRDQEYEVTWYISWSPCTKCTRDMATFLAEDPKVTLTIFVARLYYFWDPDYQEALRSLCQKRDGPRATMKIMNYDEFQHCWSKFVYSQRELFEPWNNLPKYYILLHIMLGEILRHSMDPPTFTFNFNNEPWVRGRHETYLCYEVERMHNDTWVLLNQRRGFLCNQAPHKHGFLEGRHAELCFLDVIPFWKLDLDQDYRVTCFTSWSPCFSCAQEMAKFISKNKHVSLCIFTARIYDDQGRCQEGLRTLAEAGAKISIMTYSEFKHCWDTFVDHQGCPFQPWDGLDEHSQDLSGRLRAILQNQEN
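Read-out is eYFP fluorescence (Ex 488/Em 500-530) from Vif-expressing HeLa A3G-eYFP cells; more signal means A3G escaped Vif-mediated degradation. Cells plated overnight, compound pinned in, incubated overnight at 37 deg C.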
* = called active by the depositor; ? = inconclusive; . = no result given; & = joins results of further samples; [ ] = remark or other dose. Unless noted, the call rests on the fitted dose curve; in most records, active means well fitted curve in the direction sought with a large enough effect; inconclusive means small, poorly fitted or top-dose-only effect, or another doubt; inactive means no such curve, though single readings can be large; an effect the other way counts as inactive or inconclusive.

SMILES	Vif-A3F inh	LDHA inh	RGS4 inhibitor	TrxR1 substrate	TrxR1 inh	USP1-UAF1 inh	mIDH1 inhibitor	Glioma ERSR ind	Vif-APOBEC3G blk
CC(=O)N1CCN(CC(O)COc2ccc(Br)cc2)CC1 (stereo not given)	-1%	-13	0%	-2%	5%	-23%	4%	-3%	5%
CCOC(=O)c1cc(-c2ccc(OC)cc2)n(CCC(=O)NCCc2ccccc2)c1C	1%	1	-15%	-5%[57.1 µM]	22%[57.1 µM]	-23%	-7%	-2%	0%
CSc1cccc(CN2CCN(CCC(C)C)C(CCO)C2)c1 (stereo not given)	-3%	-12	-17%	9%	9%	-6%	8%	1%	-4%
COc1ccc(N2C(=O)C3C(C2=O)C2C=CC3C23CC3)c(OC)c1 (stereo not given)	.	-2	-26%	-3%	-1%	-3%	3%	1%	-1%
O=C(/C=C/c1ccc(F)cc1)N1CCN(Cc2ccccc2)CC1	-12%	1	-22%	4%	9%	-8%	0%	3%	-1%
Cc1cccc(OCc2nnc(N)s2)c1	-8%	-2	?	3%	9%	-14%	3%	0%	5%
Cc1nn(CC(C)C)c2sc(C(=O)NC3CC(C)(C)NC(C)(C)C3)cc12	2%	0	19%	-3%	5%	-7%	-6%	-7%	3%
Cc1cccc(N(CC(=O)NC2CCCC2)C(=O)CCC(=O)Nc2ccccn2)c1	-4%	-7	-5%	-10%	35%[57.1 µM]	-6%	1%	-3%	1%
Cc1ccccc1NS(=O)(=O)c1ccc(C(=O)N2CCC2)cc1	-5%	-2	-24%	-11%	-7%	-5%	2%	-4%	-3%
CC(C)CNC(=O)CC(=O)N/N=C/c1ccc(Br)cc1	-5%	1	8%	4%	12%	-22%	1%	0%	3%
[N-]=[N+]=NC[C@H](Cc1ccccc1)N1CC[C@@H](OCc2ccccc2)CCC1=O	-1%	3	14%	-3%	22%	4%	0%	1%	-3%
COc1ccc(N2CCN(c3ncnc4scc(-c5ccc(C)cc5)c34)CC2)cc1	1%	0	-2%	-4%	1%	-8%	-2%	-4%	1%
CC(C)(C)C(=O)COc1ccccc1[N+](=O)[O-]	5%	-2	2%	12%[57.1 µM]	15%	-24%	0%	-2%	-10%
C/C(NCCc1ccccc1)=C1/CCOC1=O	-2%	-2	.	.	.	?	3%	-2%	-2%
COc1ccccc1/C=C/C(=O)OCC(=O)NC1CCCCCC1	5%	-2	-19%	1%	2%	-7%	3%	-4%	-2%
CCCCn1c(-c2ccccc2)nnc1-c1ccccc1	0%	1	-18%	-1%	-6%	-7%	9%	1%	-5%
COc1ccc(C2=[N+]([O-])C(C)(C)C(c3ccccc3)=N2)cc1	4%	-7	-24%	9%[11.4 µM]	11%[11.4 µM]	?	4%	0%	-2%
COc1ccc(CNc2ncnc3cc(OC)c(OC)cc23)cc1OC	7%	-9	19%	5%[57.1 µM]	-1%[57.1 µM]	-13%	22%	1%	-3%
CCCCOC(=O)c1ccc(O)cc1	-2%	-1	3%	2%[57.1 µM]	10%[57.1 µM]	-25%	-5%	6%&1%&0%	2%
CCOC(=O)c1cnn(-c2cc(Oc3cccc(C)c3)ncn2)c1N	-2%	-5	-14%	-6%	3%	-21%	8%	-4%	-4%
Cc1ccc(C(=O)OCCOc2cccc(Cl)c2)cc1S(=O)(=O)N1CCOCC1	0%	-4	18%	-3%[57.1 µM]	2%[57.1 µM]	-10%	-6%	-4%	-7%
CN(C)c1ccc(/C=N/NC(=O)CNC(=O)/C=C/c2ccccc2)cc1	-1%	-7	20%	10%	10%	1%	-1%	-2%	-7%
Cc1nc(Nc2ccccc2C)c2cnn(C)c2n1	-25%	-5	15%	4%[57.1 µM]	-2%[57.1 µM]	5%	0%	-2%	-2%
CCOCCCNc1nc2ccccc2n2c(CC)nnc12	0%	-4	-8%	-10%	-9%	-13%	-9%	1%	-2%
COc1ccccc1/C=C/c1nc(C#N)c(NCCc2ccccc2)o1	.	-1	9%	137%[activator]	2%	-9%	.	.	.
COc1ccccc1NC(=S)N1CCC(NC(=O)NC23CC4CC(CC(C4)C2)C3)CC1	-2%	-9	3%	8%	-25%	-9%	1%	-3%	3%
COc1ccc(S(=O)(=O)N2CCOCC2)cc1NC(=O)CCOc1ccc(C(C)(C)C)cc1	-15%	1	-9%	-2%	-2%	-21%	-3%	-5%	-3%
COc1ccc(OC)c(C2NC(=O)NC(C)=C2C(=O)Nc2cc(C)cc(C)c2)c1 (stereo not given)	-3%	-4	17%	2%	5%	-17%	5%	-2%	-2%
COc1ccccc1N(CC(=O)N1CCC(C(N)=O)CC1)S(=O)(=O)c1ccccc1	12%	-12	5%	6%[0.0914 µM]	6%[57.1 µM]	-14%	8%	0%	5%
O=C(Cc1ccc([N+](=O)[O-])cc1)NCc1cccnc1	0%	-2	-21%	1%[57.1 µM]	12%[57.1 µM]	-5%	7%	0%	0%
O=C(NC(=S)N1CCN(Cc2ccccc2)CC1)c1cccnc1	-21%	-4	-8%	5%	1%	-24%	11%	5%	-3%
O=P(CCO)(c1ccccc1)c1ccccc1	-3%	-4	-46%	7%[57.1 µM]	9%[57.1 µM]	-13%	2%	-2%	-3%
C[C@@H]1CN([C@@H](C)CO)C(=O)CCCn2nncc2CO[C@H]1CN(C)C(=O)Nc1ccc2c(c1)OCO2	-6%	4	.	.	.	6%	1%	-6%	0%
COc1ccc2cc(CN(Cc3ccco3)C(=S)NCC3CCCO3)c(=O)[nH]c2c1 (stereo not given)	-18%	-11	-8%	8%[57.1 µM]	-11%[57.1 µM]	-20%	25%	-1%	?
Cc1ccc2nc(NS(C)(=O)=O)sc2c1	13%	-9	-8%	4%[57.1 µM]	17%	-22%	0%	-1%	-6%
CCOC(=O)c1cnn(CCOC(=O)c2ccccc2F)c1NC(=O)c1ccccc1F	1%	-5	11%	2%[57.1 µM]	-8%[57.1 µM]	-3%	1%	-3%	3%
Cc1[nH]c(=O)[nH]c(=O)c1/C=C/C(=O)O	-21%	-2	-20%	-2%	-2%	-13%	5%	-2%	4%
COc1ccccc1C(=O)COC(=O)C1CCN(S(=O)(=O)c2ccccc2)CC1	3%	-14	.	.	.	-10%	-4%	-3%	-3%
Cn1c(C(=O)NC2CC2)cc2c(=O)n(C)c3ccccc3c21	-12%	4	-29%	15%[57.1 µM]	22%[57.1 µM]	-5%	4%	-4%	-2%
O=C(O)CCN1C(=O)c2ccccc2C1=O	7%	-11	15%	9%[57.1 µM]	14%[57.1 µM]	-4%	0%	-3%	2%
COc1ccc(-c2nc3sc(CCNC(=O)C(=O)Nc4cc(F)ccc4F)c(C)n3n2)cc1	0%	-4	10%	1%[57.1 µM]	10%[57.1 µM]	-12%	-6%	-1%	5%
CC(C)C[C@@H](CC#N)N1CCN(Cc2ccccc2)CCC1=O	5%	-8	3%	6%[57.1 µM]	?	-10%	0%	-2%&-3%	0%&-2%
O=C1NC(c2ccccc2Cl)=N/C1=C/c1ccco1	-12%	14	-28%	-20%[57.1 µM]	-43%	0%	7%	-1%	-23%
Cc1ccc(S(=O)(=O)N2CCC(=O)N(C(COCc3ccc(Cl)cc3Cl)Cc3ccccc3)CC2)cc1 (stereo not given)	0%	-2	4%	2%	26%	-12%	-2%	-2%	-1%
Cc1ccc(S(=O)(=O)N(C)C)cc1NC(=O)COC(=O)c1sc2cc(Cl)ccc2c1Cl	11%	-1	-22%	0%	35µM*	-26%	6%	3%	1%
C=CCn1c(C)cc(C(=O)CN2NS(=O)(=O)c3ccccc3C2=O)c1C	-4%	1	-4%	2%	12%	-23%	-2%	-2%	?
CCCN1Cc2cc(OC)ccc2-c2ccccc2S1(=O)=O	0%	-1	25%	1%	11%	3%	3%	-1%	-2%
CCOc1ccc(CNC(=O)CCS(=O)(=O)c2ccc3c(c2)oc(=O)n3C)cc1	6%&3%	-12&-1	-7%&-9%	3%&3%	24%&27%	-19%&-5%	-5%&11%	0%&-3%	3%&1%
CC1CC(C)CN(S(=O)(=O)c2ccc(C(=O)NCc3ccco3)cc2)C1 (stereo not given)	-2%	-8	2%	-3%	13%[57.1 µM]	-2%	3%	-5%	-3%
COc1ccc(/C(N)=N/OC(=O)CCCc2ccccc2)cc1OC	-7%	6	3%	-10%	-5%	-3%	1%	10%	-2%
O=C(O)c1cnc(N2CCOCC2)nc1	-1%	1	-9%	16%	34%[activator][57.1 µM]	-3%	0%	-2%	-6%
CCC(=O)N1CCc2cc(Br)cc(S(=O)(=O)NCCc3ccc(C)cc3)c21	0%	-4	4%	-1%[57.1 µM]	5%[57.1 µM]	-9%	-2%	-1%	-1%
OCc1ccnc(Cl)c1	3%	-6	6%	-7%	1%	-2%	5%	-2%	1%
C=CCOc1ccc(CNCCO)cc1OCC	0%	-4	13%	-1%	-10%	-3%	2%	-4%	-2%

Only part of the results is shown; count on the stated rates, not on these rows.
